Screening results deposited in PubChem by National Center for Advancing Translational Sciences (NCATS).
DT40 TDP1 no CPT: qHTS for Inhibitors of human tyrosyl-DNA phosphodiesterase 1 (TDP1): qHTS in cells in absence of CPT; DT40 Tdp1-/- hTDP1 cells, no CPT, ATP luminescence, 48 h; Potency, µM (series often up to 46.2 µM), for the others: at the highest dose activity change, negative = growth inhibition, hits mostly inhibitors; 420,000 compounds, 15% hits; AID 686978, 2013; also: nearly all actives have a fitted effect of over 55% in size
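Growth of hTDP1-complemented DT40 Tdp1-knockout cells is measured by ATP luminescence after at least 48 hr compound exposure at 37 °C, with DMSO substituting for the 20 nM CPT used in the parallel screen.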
TDP1 block: TDP1 (human) enzyme inhibition; recombinant TDP1, AlphaScreen DNA substrate cleavage; Potency, µM (highest dose often 130 µM), for the others: at the top dose activity change, negative = inhibition, usual class: inhibitors; 350,000 compounds, 0.28% hits; also: nearly all actives have a fitted effect of over 40% in size
Target sequence (Q9NUW8 whole entry, looked up): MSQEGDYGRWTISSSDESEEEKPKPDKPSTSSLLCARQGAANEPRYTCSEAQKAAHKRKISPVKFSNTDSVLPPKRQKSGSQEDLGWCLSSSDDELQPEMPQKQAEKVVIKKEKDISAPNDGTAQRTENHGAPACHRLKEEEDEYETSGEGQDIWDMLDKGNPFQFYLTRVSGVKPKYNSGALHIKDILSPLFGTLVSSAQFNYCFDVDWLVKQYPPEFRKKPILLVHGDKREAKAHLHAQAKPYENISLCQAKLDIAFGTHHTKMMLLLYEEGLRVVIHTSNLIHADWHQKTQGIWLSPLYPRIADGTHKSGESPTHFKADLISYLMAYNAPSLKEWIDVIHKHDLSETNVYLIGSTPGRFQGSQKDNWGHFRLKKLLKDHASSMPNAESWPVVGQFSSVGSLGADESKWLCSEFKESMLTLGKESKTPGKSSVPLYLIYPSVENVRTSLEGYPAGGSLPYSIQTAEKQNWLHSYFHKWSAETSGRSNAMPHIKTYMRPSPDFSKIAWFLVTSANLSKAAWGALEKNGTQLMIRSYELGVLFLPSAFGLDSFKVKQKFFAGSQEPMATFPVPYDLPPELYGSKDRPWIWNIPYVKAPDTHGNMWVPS
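Enzyme-compound mixtures sat 15 min at room temperature, followed by a 5 min reaction with 15 nM final substrate and 10 min with AlphaScreen beads. Recombinant human Tdp1 was used at 1 nM final.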
TDP1 cell CPT: growth inhibition of DT40 Tdp1-/-;hTDP1 cells with camptothecin (screen for TDP1 inhibitors). chicken DT40 Tdp1-/-;hTDP1 cells + 20 nM CPT, ATP luminescence, 48 h. Potency, µM (doses to about 46.2 µM), for the others: at the top dose activity change, negative = growth inhibition, actives largely listed as inhibitors. 420,000 compounds, 12% hits. AID 686979; also: nearly all actives have a fitted effect of over 55% in size
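Chicken DT40 Tdp1-/- cells complemented with human TDP1, 400 cells/well, exposed to compounds plus 20 nM camptothecin for at least 48 h at 37 C; viability read as ATP content by CellTiter-Glo luminescence.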
* hit, by the source's call; ? = inconclusive; / = no result given; [ ] = remark or other dose. Calls follow the shape of the dose curve; as a rule, active = well fitted curve in the direction sought with a large enough effect; inconclusive = small, poorly fitted or top-dose-only effect, or another doubt; inactive = no such curve, though single readings can be large; an effect the other way counts as inactive or inconclusive. % is scaled to controls: 0 for no effect and ±100 for the full control effect; potency is read from the fitted curve at half-maximal effect. Compounds as they come, and some 18% of all compounds hit somewhere here.

SMILES | DT40 TDP1 no CPT | TDP1 block | TDP1 cell CPT
O=C(NCc1ccccc1)c1ccc(NC(=O)N2CC3CCCN3c3ccccc32)cc1 (centres undefined) | ? | 3% | ?
COc1ccc2c(C)c(CC(=O)N3CCN(C(=O)C4COc5ccccc5O4)CC3)c(=O)oc2c1C (centres undefined) | ? | 5% | ?
CN(C)S(=O)(=O)c1ccc(C(=O)Nc2cc(=O)n(C)c(=O)n2C)cc1 | -1% | 3% | -18%
O=C(Nc1ccc2c(c1)OCO2)C1CC(=O)N(c2ccccc2)C1 (centres undefined) | 0% | 6% | 0%
O=C(Nc1cccc(Cl)c1)c1csnn1 | -5% | -9% | -2%
CC(CNS(=O)(=O)c1ccccc1)Sc1nncn1C (centres undefined) | -1% | / | -8%
C#CCOCCOCCOCCNc1nc(N2CCN(C(=O)[C@H]([C@@H](C)CC)n3cc([C@@H](N)CC(C)C)nn3)CC2)nc(N2CCN(C(=O)[C@H](CCCCN)n3cc([C@@H](N)CC(C)C)nn3)CC2)n1 | 9% | 3% | 7%
CCc1ccc(N(C(C)=O)C2C=CS(=O)(=O)C2)cc1 (centres undefined) | 3% | -6% | -3%
O=C(OC1CCCCC1=O)c1ccc(F)c(S(=O)(=O)N2CCOCC2)c1 (centres undefined) | 2% | 1% | 2%
O=C(NCc1cccnc1)c1cc(C2CCCN(C(=O)c3ccc4c(c3)CCO4)C2)on1 (centres undefined) | ? | / | ?
CCc1ccc(NC(=O)CS(=O)CC(=O)NCCCc2ccccc2)cc1 (centres undefined) | -20% | -1% | -9%
O=C(c1csnn1)N1CCC2(CCN(Cc3cc(C(F)(F)F)cc(C(F)(F)F)c3)CC2)CC1 | 23µM* | / | ?
Cc1ccc(NC(=O)CSCC(=O)Nc2nnc(C)s2)cc1 | -8% | / | -2%
Cc1[nH]n(-c2cccc(Cl)c2)c(=O)c1/C=N/n1c(C)nc2ccccc2c1=O | ? | 7% | ?
O=C(Nc1ccc2c(c1)OCO2)c1cc(-c2ccccc2Cl)on1 | -7% | 1% | 0%
N#Cc1c(/N=C/c2cccnc2)sc2c1CCCC2 | -28% | 4% | 17%
O=C1C(=C2CCCCC2)SC(=S)N1Cc1ccco1 | 16µM* | 0% | ?
CSc1ccc(/C=N/NC(=O)c2ccc(-n3cnnn3)cc2)cc1 | -13% | -9% | -7%
Cc1cccc(NC(=O)Cn2c(C(F)(F)F)nc3ccccc32)c1C | -21% | / | -27%
Cn1c(=O)[nH]c(=O)c2c1nc1n2CC(COc2ccc3ccccc3c2)O1 (centres undefined) | -20% | 6% | 4%
Cc1nn(CC(=O)N2CCN(c3ccccc3F)CC2)c(=O)c2cccn12 | -16% | -3% | 3%
CC1CC2(CC(CN(C3CCCCC3)C3CCCCC3)OC2=O)C(=O)O1 (centres undefined) | 5% | / | -23%
COc1cccc(C(O)c2nc(-c3cccc(C(=O)O)c3)cs2)c1 (centres undefined) | -2% | / | -2%
COc1ccc(N=Cc2ccc(-c3ccccc3)o2)cc1 | -20% | 1% | -6%
CCC(C)(C)C1CCc2[nH]nc(C(=O)NC(C)C)c2C1 (centres undefined) | 21µM* | -1% | ?
CN1CCN(C(=O)N(c2ccccc2)c2ccccc2)CC1 | -10% | / | -4%
CC1CN(C(=O)c2cccc(C(=O)N3CC(C)OC(C)C3)c2)CC(C)O1 (centres undefined) | 0% | 5% | -19%
C/C=C1\COC(C(=O)NCc2ccccc2)(C(F)(F)F)C=C1C=C(C)C (centres undefined) | ? | -2% | ?
COc1cccc(CNc2ccc(F)c(Cl)c2)c1O | ? | -2% | ?
C=CCC[C@H](Cc1ccc(F)cc1)C(=O)OC[C@@H](NC(=O)[C@@H](CC=C)CC(=O)N[C@H](CO)Cc1ccccc1)C(C)(C)C | ? | 2% | ?

Compound profiles (already shown). Values in the order: DT40 TDP1 no CPT	TDP1 block	TDP1 cell CPT
CCC(C)(C)C1CCc2[nH]nc(C(=O)NC(C)C)c2C1 (centres undefined) reads 21µM*	-1%	?
CC1CC2(CC(CN(C3CCCCC3)C3CCCCC3)OC2=O)C(=O)O1 (centres undefined) reads 5%	/	-23%
CN1CCN(C(=O)N(c2ccccc2)c2ccccc2)CC1 reads -10%	/	-4%
COc1cccc(CNc2ccc(F)c(Cl)c2)c1O reads ?	-2%	?
CC1CN(C(=O)c2cccc(C(=O)N3CC(C)OC(C)C3)c2)CC(C)O1 (centres undefined) reads 0%	5%	-19%

Continued:
SMILES | DT40 TDP1 no CPT | TDP1 block | TDP1 cell CPT
NC(=O)CSc1nc(-c2ccccc2)nc2c1CCCC2 | -3% | 0% | -1%
Cc1nc2cc(N)ccc2n1-c1ccccc1 | ? | -3% | ?
O=C(Cn1cnc2ccccc2c1=O)NCC(=O)N1CCOCC1 | 2% | 0% | 9%
CC(C(=O)NC1CCCc2ccccc21)N1CCN(c2ccc(F)cc2)CC1 (centres undefined) | 16µM* | 3% | ?
NC(=O)c1c(NC(=O)c2ccccc2F)sc2c1CCCC2 | ? | 1% | -1%
Cn1c(-c2ccccc2)c(C#Cc2ccc(N)cc2)c2ccccc21 | -21% | 1% | ?
O=C(NCCN1CCCC1=O)C1CCC(=O)N(CCc2ccc(Cl)cc2)C1 (centres undefined) | 10% | -4%[56.1 µM] | -2%
CCc1ccccc1Nc1cc(C(=O)NC(C)c2ccccc2)c2ccccc2n1 (centres undefined) | ? | -2% | 29µM*
COc1cccc(C(=O)NCc2cccnc2)c1 | -1% | 9% | 6%
CCC(C)[C@@H](C(=O)Nc1ccc2c(c1)OCO2)N1Cc2ccccc2C1=O (some centres undefined) | -17% | 6% | -15%

Of the compounds above, these have a Cl atom:
SMILES | DT40 TDP1 no CPT | TDP1 block | TDP1 cell CPT
O=C(Nc1cccc(Cl)c1)c1csnn1 | -5% | -9% | -2%
Cc1[nH]n(-c2cccc(Cl)c2)c(=O)c1/C=N/n1c(C)nc2ccccc2c1=O | ? | 7% | ?
O=C(Nc1ccc2c(c1)OCO2)c1cc(-c2ccccc2Cl)on1 | -7% | 1% | 0%
COc1cccc(CNc2ccc(F)c(Cl)c2)c1O | ? | -2% | ?
O=C(NCCN1CCCC1=O)C1CCC(=O)N(CCc2ccc(Cl)cc2)C1 (centres undefined) | 10% | -4%[56.1 µM] | -2%

(more compounds)
SMILES | DT40 TDP1 no CPT | TDP1 block | TDP1 cell CPT
Cc1ccc(C)c(OCCC(=O)OCC(=O)NCc2ccccc2)c1 | ? | 0% | -2%
COCCn1nnnc1C(c1ccc(OC)cc1)N1CCC(C)CC1 (centres undefined) | -25% | 0% | ?
O=C(COC(=O)C1CCC1)Nc1cc(S(=O)(=O)N2CCCCC2)ccc1Cl | -13% | / | -3%
COc1ccc(OC)c(NC(=O)c2ccc(OCC(=O)N3CCOCC3)c(OC)c2)c1 | ? | -5% | -29%
CCOc1cccc(C(=O)NC(=S)Nc2cccc(C)c2)c1 | -7% | 3% | 12%
CN(C)CCCn1c(SCc2ccc(Cl)cc2)nnc1-c1ccncc1 | ? | / | -10%
CCNC(=O)Nc1nc2ccccc2s1 | 8% | 1% | -1%
CCC(=O)N/C(=N\OCc1ccc(F)cc1)c1nonc1NC(=O)CC | -13% | 2% | -12%
C/C(=N\NC(=O)c1ccc2c(c1)OCO2)c1ccc(C(=O)O)s1 | -16% | 7% | -11%
COCCn1nnnc1C(c1cc2cc(C)ccc2[nH]c1=O)N1CCCCCC1 (centres undefined) | -15% | -2% | -11%
O=C1OCCC/C1=C\c1ccc2c(c1)OCO2 | -2% | -2% | -1%
CCOC(=O)[C@H]1[C@H]2COc3ccccc3[C@@H]2N2C(=O)CN(CC3CCCO3)C(=O)[C@@]12C (some centres undefined) | 14% | 0% | 8%
CC(C)(C)C(=O)Nc1cccc(-c2nc3ccccc3c(=O)o2)c1 | -27% | -2% | -16%
O=C(Nc1ccc(S(=O)(=O)Nc2cnc3ccccc3n2)cc1)c1ccccc1Br | -4% | 5% | 5%
CCN(CC)CCN1C(=O)C(O)=C(C(=O)c2cccs2)C1c1ccccn1 (centres undefined) | -3% | -9% | -2%
O=C(Nc1ccc(F)c(Cl)c1)c1csc([C@H]2C[C@H](O)[C@@H](CO)O2)n1 | ? | / | 21µM*
CC(Sc1ccccc1)C(=O)N1CCN(S(=O)(=O)c2cccc(Br)c2)CC1 (centres undefined) | -26% | 11% | 0%
COC(=O)C(C)(N)Cc1ccc(O)cc1 (centres undefined) | -6% | 12%[56.1 µM] | -15%
Cc1c(C(=O)O)sc2ncn(C)c(=O)c12 | 6% | 5% | -4%
Clc1ccc(-c2nnc(NCc3ccccc3)c3ccccc23)cc1 | ? | 1% | ?

Gathered by group, those above with a COOH group.
SMILES | DT40 TDP1 no CPT | TDP1 block | TDP1 cell CPT
COc1cccc(C(O)c2nc(-c3cccc(C(=O)O)c3)cs2)c1 (centres undefined) | -2% | / | -2%
C/C(=N\NC(=O)c1ccc2c(c1)OCO2)c1ccc(C(=O)O)s1 | -16% | 7% | -11%
Cc1c(C(=O)O)sc2ncn(C)c(=O)c12 | 6% | 5% | -4%

Continued:
SMILES | DT40 TDP1 no CPT | TDP1 block | TDP1 cell CPT
CC1=C(C(=O)Nc2ccc(C)cc2C)C(c2ccc(O)cc2)n2nnnc2N1 (centres undefined) | ? | 0% | -21%
O=C(CNC(=S)N(Cc1ccc(F)cc1)C1CCCCC1)NCCN1CCOCC1 | -3% | 0% | 4%
C=CCNc1nc(-c2ccccc2)nc(-n2ccnc2)n1 | ? | 4% | ?
COc1ccc(C(O)c2nc(-c3cc(F)cc(Cl)c3)cs2)cc1 (centres undefined) | ? | / | ?
COc1ccc(NC(=O)CSc2nnc(Cn3cnc4ccccc43)n2C)cc1 | 2% | -8% | 7%
CCc1c(C)sc2c1CCN(C(=O)Nc1cc(C)ccc1C)C2c1ccc(OC)cc1 (centres undefined) | 26µM* | 4% | ?
CCOc1cc(/C=C2\SC(=O)N=C2N)ccc1O | ? | 4% | ?
CCC(=O)Nc1ccc(NC(=O)CSc2nnnn2CC)cc1C | 0% | 0% | -9%
O=C(NC1CCCC1)c1ccc2c(c1)N(Cc1ccccc1Cl)C(=O)c1ccccc1S2 | ? | -3% | -24%
COc1cccc(C(=O)Nc2nc3nc(C)c(C)c(=O)n3[nH]2)c1 | -5% | 2% | -10%
OC(c1ccc2c(c1)CN(Cc1ccc3nsnc3c1)CCO2)C1CCCCC1 (centres undefined) | -4% | / | 5%
C/C(=N\Nc1cc(N2CCOCC2)ncn1)c1ccc(O)cc1 | ? | / | 8.2µM*
CCCCCC(=O)N1C[C@H](O)[C@@H](n2cc(-c3ccc(F)cc3)nn2)C[C@@H]1c1ccc(Cl)cc1 | 18µM* | / | 18µM*
Fc1ccccc1-c1nc(-c2ccccc2)no1 | -1% | -7% | -7%
O=C(CN1CCOCC1)Nc1ccc2c(c1)OCCO2 | 33%[activator] | 0% | -3%
COc1cccc(-c2cc(C(F)(F)F)nc(N3CCC(C)CC3)n2)c1 | ? | -1% | -2%
CCCCn1c(N)c(N(CCOC)C(=O)CSCc2c(C)noc2C)c(=O)[nH]c1=O | -6% | 6% | -17%
O=C(NC1CCc2ccccc21)C12CN(Cc3ccccc3)CC1C(c1cccc([N+](=O)[O-])c1)=NO2 (centres undefined) | -29% | 12% | ?
CC(=O)Nc1ccc(S(=O)(=O)NNC(=O)c2ccc([N+](=O)[O-])cc2)cc1 | 23% | 4% | -4%
O=C1C2C3C=CC(CC3)C2C(=O)N1/N=C/c1ccc(O)c(O)c1 (centres undefined) | ? | -6% | -14%
Cc1oc2ccc(O)cc2c1C(=O)OC(C)C | -16% | 1% | -12%
O=C(O)/C(=C1/OC(=O)c2ccccc21)c1ccccc1 | ? | 5% | -29%
O=C1c2ccccc2C(=O)N1CCCC(=O)N1CCc2ccccc21 | 3% | 2% | 1%
COc1cc(OC)c(C(=O)Nc2ccccc2-c2ccccc2)cc1OC | ? | 0% | ?
O=C(CCNC(=O)Cn1ccc2ccccc2c1=O)NCc1ccccn1 | -4% | 0% | 17%
Cc1cccnc1NC(=O)c1ccc(S(=O)(=O)N2CCC(C)CC2)cc1 | -5% | / | -1%
